TcdB GH inh = TcdB glycohydrolase inhibition; P18177; TcdB glycohydrolase enzymatic assay, plate reader; inhibition, % at 9.99 µM; 350,000 tested, 0.24% active; in the data active = inhibition above about 10%
Target sequence (P18177 whole entry, looked up): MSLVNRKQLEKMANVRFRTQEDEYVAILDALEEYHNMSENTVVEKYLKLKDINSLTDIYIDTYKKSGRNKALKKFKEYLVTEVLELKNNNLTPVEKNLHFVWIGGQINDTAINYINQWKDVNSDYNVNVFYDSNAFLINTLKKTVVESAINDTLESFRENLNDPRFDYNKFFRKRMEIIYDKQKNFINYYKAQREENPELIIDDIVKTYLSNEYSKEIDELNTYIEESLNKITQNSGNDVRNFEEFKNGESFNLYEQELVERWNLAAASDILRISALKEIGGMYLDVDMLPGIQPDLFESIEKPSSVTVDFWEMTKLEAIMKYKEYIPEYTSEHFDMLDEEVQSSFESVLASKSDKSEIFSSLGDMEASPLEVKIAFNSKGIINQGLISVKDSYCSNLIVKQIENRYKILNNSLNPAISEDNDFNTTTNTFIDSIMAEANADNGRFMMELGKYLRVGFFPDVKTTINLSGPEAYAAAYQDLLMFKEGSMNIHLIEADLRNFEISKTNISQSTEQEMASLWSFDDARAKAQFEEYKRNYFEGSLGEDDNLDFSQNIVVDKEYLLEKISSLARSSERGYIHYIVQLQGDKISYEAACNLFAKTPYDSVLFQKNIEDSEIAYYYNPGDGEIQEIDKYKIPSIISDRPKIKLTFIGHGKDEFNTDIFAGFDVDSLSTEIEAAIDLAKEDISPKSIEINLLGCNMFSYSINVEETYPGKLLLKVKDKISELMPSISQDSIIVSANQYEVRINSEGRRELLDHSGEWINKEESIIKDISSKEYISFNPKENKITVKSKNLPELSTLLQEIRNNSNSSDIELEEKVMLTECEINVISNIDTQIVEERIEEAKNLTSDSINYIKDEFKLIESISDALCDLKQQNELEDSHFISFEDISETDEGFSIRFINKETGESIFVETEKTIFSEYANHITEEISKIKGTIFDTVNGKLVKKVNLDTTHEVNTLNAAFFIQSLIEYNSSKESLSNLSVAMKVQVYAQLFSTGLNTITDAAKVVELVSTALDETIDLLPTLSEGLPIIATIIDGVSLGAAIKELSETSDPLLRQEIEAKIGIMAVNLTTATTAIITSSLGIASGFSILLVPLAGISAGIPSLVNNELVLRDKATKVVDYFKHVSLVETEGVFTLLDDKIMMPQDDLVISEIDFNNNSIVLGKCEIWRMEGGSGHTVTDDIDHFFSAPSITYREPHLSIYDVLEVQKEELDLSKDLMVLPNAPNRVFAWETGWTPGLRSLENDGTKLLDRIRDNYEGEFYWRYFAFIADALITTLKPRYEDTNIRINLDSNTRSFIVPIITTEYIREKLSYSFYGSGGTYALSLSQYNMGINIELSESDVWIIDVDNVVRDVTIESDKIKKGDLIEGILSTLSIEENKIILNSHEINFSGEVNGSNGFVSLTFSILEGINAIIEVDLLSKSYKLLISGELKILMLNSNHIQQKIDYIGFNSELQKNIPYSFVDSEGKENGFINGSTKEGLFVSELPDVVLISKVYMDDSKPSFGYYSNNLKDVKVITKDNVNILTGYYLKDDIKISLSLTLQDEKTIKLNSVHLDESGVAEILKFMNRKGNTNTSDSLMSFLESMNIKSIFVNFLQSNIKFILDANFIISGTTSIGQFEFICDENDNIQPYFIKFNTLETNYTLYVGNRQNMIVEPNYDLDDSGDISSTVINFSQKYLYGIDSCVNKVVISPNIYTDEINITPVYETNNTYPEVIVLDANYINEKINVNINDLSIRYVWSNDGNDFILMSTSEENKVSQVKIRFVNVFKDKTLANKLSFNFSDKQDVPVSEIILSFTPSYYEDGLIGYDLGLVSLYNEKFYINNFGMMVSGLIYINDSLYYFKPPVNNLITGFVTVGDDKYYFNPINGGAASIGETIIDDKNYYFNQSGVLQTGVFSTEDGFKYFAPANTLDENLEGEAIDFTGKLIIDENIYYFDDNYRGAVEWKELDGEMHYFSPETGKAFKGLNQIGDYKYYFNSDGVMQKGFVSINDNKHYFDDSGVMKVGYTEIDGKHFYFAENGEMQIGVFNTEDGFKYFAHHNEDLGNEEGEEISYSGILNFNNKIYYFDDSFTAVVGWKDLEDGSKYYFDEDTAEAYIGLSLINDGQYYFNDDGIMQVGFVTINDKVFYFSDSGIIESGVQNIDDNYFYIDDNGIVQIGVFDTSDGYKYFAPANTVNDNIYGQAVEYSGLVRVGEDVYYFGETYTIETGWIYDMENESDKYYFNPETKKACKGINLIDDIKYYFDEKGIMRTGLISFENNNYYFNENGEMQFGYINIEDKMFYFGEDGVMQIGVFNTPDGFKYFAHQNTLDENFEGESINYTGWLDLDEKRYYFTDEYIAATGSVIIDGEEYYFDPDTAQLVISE
Active calls of the source: *; & = joins results of further samples. An excerpt; rates above refer to the full screens.

SMILES	TcdB GH inh
COc1cccc(S(=O)(=O)N2CCCCN3[C@H](CO)[C@H](c4ccc(-c5ccccc5)cc4)[C@@H]3C2)c1	-16
COC(=O)C[C@@H]1C[C@@H]2c3cc(NC(=O)c4cccnc4)ccc3O[C@@H]2[C@@H](CO)O1	0.7
COc1cccc(NC(=O)C[C@H]2CC[C@@H]3[C@H](COc4ccc(NC(C)=O)cc4C(=O)N3C)O2)c1	-4.9
O=C(Cc1ccccc1)N1C[C@H]2[C@@H](c3ccccc31)[C@H](CO)N2C(=O)Cc1ccccc1	-1.2
C/C=C/c1ccc2c(c1)O[C@@H](CN(C)C(=O)NC1CCCC1)[C@H](C)CN([C@@H](C)CO)S2(=O)=O	0.9
CCCc1cn(CC[C@@H]2CC[C@@H](NC(=O)C3CCCC3)[C@@H](CO)O2)nn1	-1.3
CCCNC(=O)C[C@H]1CC[C@@H]2[C@H](COc3ccc(NC(=O)Nc4c(C)noc4C)cc3C(=O)N2C)O1	0.1
COc1cccc(CN(C)C[C@H]2OCc3cn(nn3)CCCC(=O)N([C@H](C)CO)C[C@@H]2C)c1	-5.4
COC(=O)C1=C(C)N(C)C(=NCc2ccc(C(F)(F)F)cc2)NC1c1cccc(Cl)c1 (configuration not stated)	1.6
C[C@@H]1CN([C@H](C)CO)C(=O)c2cc(NC(=O)Nc3ccccc3)ccc2O[C@H]1CN(C)S(=O)(=O)c1cccs1	-0.2
O=C(N[C@H]1CC[C@@H](CC(=O)N2CCc3ccccc3C2)O[C@H]1CO)C1CC1	-21
COc1ccc2c3c(n(C)c2c1)[C@@H](CO)N(Cc1cccc(Cl)c1)CC31CN(C(C)=O)C1	-2.3
O=C(C[C@@H]1CC[C@H]2[C@@H](COC[C@@H](O)CN2C(=O)c2cccnc2)O1)NCc1ccccc1	0.6
O=C(Nc1ccc(F)cc1)N[C@@H]1CC[C@@H](CCNC(=O)c2ccccc2F)O[C@H]1CO	-0.9
COCCNC(=O)C[C@H]1C[C@H]2c3cc(NC(=O)c4ccc5c(c4)OCO5)ccc3O[C@H]2[C@@H](CO)O1	-1.3
CN(C)CC#Cc1ccc([C@@H]2[C@H]3CN(C(=O)Cc4ccccn4)CCCCN3[C@H]2CO)cc1	-0.8
C[C@H](O)C#Cc1cnc2c(c1)C(=O)N([C@H](C)CO)C[C@H](C)[C@H](CN(C)Cc1ccc(-c3ccccc3)cc1)O2	-0.2
O=C(C[C@@H]1C=C[C@@H](NS(=O)(=O)c2cccc(F)c2)[C@@H](CO)O1)N1CCCCC1	1.2
COc1ccc2c(c1)[C@@H](NC(=O)c1ccncc1)[C@@H]1Cc3ccccc3[C@H]21	1.8
C[C@H](CO)N1C[C@H](C)[C@H](CN(C)C(=O)Nc2ccccc2)Oc2ccc(NC(=O)Nc3ccc(F)cc3)cc2C1=O	0.9
C[C@H](CO)N1C[C@H](C)[C@H](CN(C)Cc2ccncc2)Oc2ncc(C#CC3CCCC3)cc2C1=O	0.1
C[C@@H]1CN([C@H](C)CO)C(=O)c2cc(NC(=O)c3ccccc3)ccc2O[C@@H](C)CCCCO[C@@H]1CN(C)Cc1ccc(C(F)(F)F)cc1	0.0
CO[C@H](CN(C)S(=O)(=O)c1ccc(F)cc1)[C@H](C)CN(Cc1ccccc1Cl)[C@@H](C)CO	0.5
O=C(C[C@H]1CC[C@H]2[C@@H](COC[C@@H](O)CN2S(=O)(=O)c2ccccc2Cl)O1)N1CCC(Cc2ccccc2)CC1	0.9
COCC(=O)N1[C@@H]2Cn3c(ccc(/C=C/c4ccccc4)c3=O)[C@H]1[C@@H](C(=O)N1CCCCC1)[C@@H]2CO	1.6

(further entries)
SMILES	TcdB GH inh
CCCNC(=O)[C@H]1[C@H](CO)[C@H]2Cn3c(ccc(C4=CCCCC4)c3=O)[C@@H]1N2CCC	-0.5
C[C@H]1CN([C@@H](C)CO)C(=O)c2cc(NC(=O)C3CC3)ccc2O[C@@H]1CN(C)Cc1ccncc1	-4.0
Cc1noc(C)c1NC(=O)Nc1ccc2c(c1)C(=O)N([C@@H](C)CO)C[C@@H](C)[C@H](CN(C)Cc1ccc(C(F)(F)F)cc1)OCCCC[C@@H](C)O2	0.3
CN1C(=O)c2cc(NC(=O)Cc3cccs3)ccc2OC[C@H]2O[C@H](CC(=O)NCCc3ccncc3)CC[C@@H]21	-0.9
COC(=O)[C@@]12C[C@@H](CC(=O)N3CCC(c4ccccc4)CC3)C(=O)N(Cc3ccc4c(c3)OCO4)C1=CCC(C)(C)C2	1.2
C[C@@H]1CN([C@@H](C)CO)S(=O)(=O)c2ccc(-c3cccc(F)c3)cc2O[C@@H]1CN(C)S(C)(=O)=O	0.1
C[C@H](CO)N1C[C@H](C)[C@@H](CN(C)Cc2ccccc2)Oc2ncc(-c3cccc(C#N)c3)cc2C1=O	0.0
C[C@@H]1CN([C@H](C)CO)S(=O)(=O)c2ccc(-c3cccc(F)c3)cc2O[C@H]1CN(C)C(=O)c1cccc(F)c1	0.8
C[C@@H]1CN([C@@H](C)CO)S(=O)(=O)c2ccc(-c3ccccc3)cc2O[C@@H]1CN(C)CC1CC1	-1.6
C[C@@H]1CN([C@@H](C)CO)C(=O)Cc2cc(NS(C)(=O)=O)ccc2O[C@@H]1CN(C)C(=O)NC1CCCCC1	0.8
CO[C@@H]1CN(C)C(=O)c2cc(NC(C)=O)ccc2OC[C@@H](C)N(C(=O)Cc2cccnc2)C[C@H]1C	-0.7
C[C@@H]1CCCCO[C@@H](CN(C)C(=O)c2ccncc2)[C@H](C)CN([C@H](C)CO)C(=O)c2cc(NS(=O)(=O)c3cn(C)cn3)ccc2O1	0.0
CCC(=O)N1C[C@H](C)[C@H](OC)CN(C)C(=O)c2cc(NS(C)(=O)=O)ccc2OC[C@H]1C	1.4
C[C@H]1CN([C@@H](C)CO)C(=O)c2cc(C#CC3CCCC3)cnc2O[C@@H]1CN(C)C(=O)Nc1ccccc1	-0.7
CCCC(=O)N1CCC2(CC1)CN(Cc1ccncc1)[C@@H](CO)c1[nH]c3cc(OC)ccc3c12	0.9
C[C@@H]1CCCCO[C@@H](CN(C)Cc2ccncc2)[C@H](C)CN([C@H](C)CO)C(=O)c2cc(NS(=O)(=O)c3cn(C)cn3)ccc2O1	1.7
COC(=O)c1cc2c(c3c4cc(F)ccc4n(S(=O)(=O)c4ccc(C)cc4)c13)C(=O)N(c1ccc(OC)cc1)C2	1.2
C[C@H](CO)N1C[C@H](C)[C@@H](CN(C)Cc2ccncc2)OCCCC[C@H](C)Oc2ccc(NC(=O)Nc3ccc(C(F)(F)F)cc3)cc2C1=O	-0.8
C[C@@H]1CN([C@H](C)CO)C(=O)c2cccc(NC(=O)C3CC3)c2O[C@H]1CN(C)C(=O)Nc1ccc2c(c1)OCO2	1.2
O=C(N[C@@H]1CC[C@@H](CCn2cc(-c3ccccn3)nn2)O[C@@H]1CO)c1cccnc1	0.3
C[C@H]1CN([C@@H](C)CO)C(=O)Cc2cc(NC(=O)Cc3cn(C)c4ccccc34)ccc2O[C@H]1CN(C)C(=O)Nc1ccc(C(F)(F)F)cc1	-1.0
Cc1noc(C)c1S(=O)(=O)Nc1ccc2c(c1)C(=O)N([C@@H](C)CO)C[C@H](C)[C@H](CN(C)Cc1ccc3c(c1)OCO3)OCCCC[C@@H](C)O2	0.8
C[C@@H]1CCCCO[C@H](CN(C)C(=O)CCC(F)(F)F)[C@H](C)CN([C@@H](C)CO)C(=O)c2cc(NC(=O)NC3CCCCC3)ccc2O1	1.3
COCC(=O)N1CC2(C1)[C@H](c1ccc(-c3cccc(F)c3)cc1)[C@@H](CO)N2C(=O)COC	-0.4
CNC[C@@H]1Oc2c(NC(=O)Nc3ccc(C(F)(F)F)cc3)cccc2C(=O)N([C@H](C)CO)C[C@H]1C	-1.7

Given with bars between the fields: entries from further up
SMILES | TcdB GH inh
C[C@@H]1CCCCO[C@@H](CN(C)Cc2ccncc2)[C@H](C)CN([C@H](C)CO)C(=O)c2cc(NS(=O)(=O)c3cn(C)cn3)ccc2O1 | 1.7
COC(=O)c1cc2c(c3c4cc(F)ccc4n(S(=O)(=O)c4ccc(C)cc4)c13)C(=O)N(c1ccc(OC)cc1)C2 | 1.2
C[C@H](CO)N1C[C@H](C)[C@@H](CN(C)Cc2ccncc2)OCCCC[C@H](C)Oc2ccc(NC(=O)Nc3ccc(C(F)(F)F)cc3)cc2C1=O | -0.8
C[C@@H]1CN([C@H](C)CO)C(=O)c2cccc(NC(=O)C3CC3)c2O[C@H]1CN(C)C(=O)Nc1ccc2c(c1)OCO2 | 1.2
O=C(N[C@@H]1CC[C@@H](CCn2cc(-c3ccccn3)nn2)O[C@@H]1CO)c1cccnc1 | 0.3
C[C@H]1CN([C@@H](C)CO)C(=O)Cc2cc(NC(=O)Cc3cn(C)c4ccccc34)ccc2O[C@H]1CN(C)C(=O)Nc1ccc(C(F)(F)F)cc1 | -1.0
Cc1noc(C)c1S(=O)(=O)Nc1ccc2c(c1)C(=O)N([C@@H](C)CO)C[C@H](C)[C@H](CN(C)Cc1ccc3c(c1)OCO3)OCCCC[C@@H](C)O2 | 0.8
C[C@@H]1CCCCO[C@H](CN(C)C(=O)CCC(F)(F)F)[C@H](C)CN([C@@H](C)CO)C(=O)c2cc(NC(=O)NC3CCCCC3)ccc2O1 | 1.3
COCC(=O)N1CC2(C1)[C@H](c1ccc(-c3cccc(F)c3)cc1)[C@@H](CO)N2C(=O)COC | -0.4
CNC[C@@H]1Oc2c(NC(=O)Nc3ccc(C(F)(F)F)cc3)cccc2C(=O)N([C@H](C)CO)C[C@H]1C | -1.7

(continued)
SMILES	TcdB GH inh
CCN(C[C@H]1[C@H](c2ccccc2)[C@H](CO)N1C(C)=O)C(=O)NC1CCCC1	-0.6
CCCN1C[C@@H](C)[C@H](OC)CN(C)C(=O)c2ccc(NC(=O)Nc3ccccc3F)cc2OC[C@@H]1C	0.3
CC(=O)NC[C@@H]1[C@@H](c2ccc(-c3ccccc3F)cc2)[C@H](CO)N1C(=O)C1CC1	1.0
COc1ccc2c3c(n(C)c2c1)[C@H](CO)N(CC1CC1)CC31CN(C(=O)c2ccccc2)C1	0.2
COc1cccc(-c2ccc3c(c2)[C@H]2[C@H](CCN2C(=O)c2ccccc2F)[C@H](CO)N3C)c1	0.5
CN1c2ccc(-c3cccc(C#N)c3)cc2[C@@H]2[C@@H](CCN2C(=O)C2CCCCC2)[C@@H]1CO	0.1
CC(C)NC(=O)N(C)C[C@@H]1Oc2ccc(NC(=O)CCN3CCOCC3)cc2C(=O)N([C@@H](C)CO)C[C@@H]1C	-1.3
C[C@@H]1CN([C@H](C)CO)S(=O)(=O)c2ccc(-c3ccccc3)cc2O[C@@H]1CN(C)S(=O)(=O)c1ccccc1F	0.0
Cc1noc(C)c1NC(=O)N(C)C[C@@H]1OCCCC[C@H](C)Oc2ccc(NC(=O)Nc3ccc(C(F)(F)F)cc3)cc2C(=O)N([C@@H](C)CO)C[C@@H]1C	-0.1
Cc1ccc(-c2cnc3c(c2)C(=O)N([C@H](C)CO)C[C@@H](C)[C@@H](CN(C)CC2CCCC2)O3)cc1	-0.3
CCC(=O)N1[C@H](CO)[C@@H](c2ccccc2)[C@@H]1CN(CC)C(=O)c1ccccc1	-0.1
N#C[C@@H]1[C@H](c2ccccc2C2=CCCC2)[C@@H](CO)N1C(=O)C1CC1	0.1
Cc1ccc(S(=O)(=O)N2C[C@@H]3O[C@H](CNS(=O)(=O)c4ccccc4C)CC[C@@H]32)cc1	-1.6
C[C@H](CO)N1C[C@H](C)[C@H](CN(C)S(C)(=O)=O)Oc2ccc(NS(C)(=O)=O)cc2C1=O	0.7
CCOC(=O)C(CNc1ccc(O)cc1)NC(=O)c1ccccc1 (configuration not stated)	3.2
C[C@H](CO)N1C[C@H](C)[C@H](CN(C)S(=O)(=O)c2ccc(F)cc2)Oc2ncc(C#CC3(O)CCCC3)cc2C1=O	-0.7
C[C@@H]1CCCCO[C@@H](CN(C)S(=O)(=O)c2ccc(Cl)cc2)[C@H](C)CN([C@H](C)CO)C(=O)c2cc(NS(=O)(=O)c3ccccc3)ccc2O1	-10
CCNC(=O)C[C@H]1C=C[C@@H](NC(=O)C2CCOCC2)[C@H](CO)O1	0.0
C[C@@H]1CCCCO[C@@H](CN(C)C(=O)C2CCCCC2)[C@@H](C)CN([C@H](C)CO)C(=O)c2cc(NC(=O)Nc3ccc(C(F)(F)F)cc3)ccc2O1	0.4
O=C(CC1CC1)N1CC[C@@H]2[C@H]1c1cc(-c3cccc(F)c3)ccc1N[C@@H]2CO	-0.3
CCS(=O)(=O)Nc1ccc2c(c1)C(=O)N(C)C[C@H](OC)[C@@H](C)CN(C(=O)CN(C)C)[C@@H](C)CO2	1.4
C[C@@H]1CCCCO[C@H](CN(C)S(C)(=O)=O)[C@@H](C)CN([C@@H](C)CO)C(=O)c2cc(NS(C)(=O)=O)ccc2O1	0.6
O=C(C1CCC1)N1C[C@@H]2N[C@H](C1)C2c1ccc(-c2cccc(F)c2)cc1 (some centres not stated)	-0.2&-1.7
O=C(C[C@@H]1C=C[C@H](NC(=O)Nc2cc(F)ccc2F)[C@@H](CO)O1)NCc1ccncn1	0.2
Cc1cc(N2CCNC[C@@H]2C)ccc1N1CCN(Cc2ccccc2)[C@H](C)C1	-3.0

Further structures:
SMILES	TcdB GH inh
C[C@@H]1CN([C@H](C)CO)C(=O)c2cc(C3=CCCC3)cnc2O[C@@H]1CN(C)Cc1ccc(F)cc1	-12
COc1ccc(S(=O)(=O)Nc2ccc3c(c2)C(=O)N([C@H](C)CO)C[C@@H](C)[C@H](CN(C)C(=O)Nc2c(C)noc2C)OCCCC[C@@H](C)O3)cc1	2.6
COc1ccc(S(=O)(=O)Nc2ccc3c(c2)C(=O)N([C@@H](C)CO)C[C@@H](C)[C@@H](CN(C)Cc2ccc4c(c2)OCO4)O3)cc1	1.1
O=C(CC1CC1)N1CC(=O)N2[C@H](C1)[C@@H](c1ccc(C#Cc3ccccc3)cc1)[C@@H]2CO	1.2
O=C(C[C@H]1CC[C@@H](NC(=O)c2ccncc2)[C@H](CO)O1)NCCc1ccncc1	0.1
O=C(C[C@@H]1CC[C@H](NC(=O)c2ccncc2)[C@H](CO)O1)NCC1CC1	0.3
CNC[C@H]1Oc2ccc(NS(=O)(=O)c3ccc(Cl)cc3)cc2C(=O)N([C@@H](C)CO)C[C@@H]1C	-8.3
COc1ccccc1-c1ccc2c(c1)O[C@@H](CN(C)S(=O)(=O)c1ccc(F)cc1)[C@@H](C)CN([C@H](C)CO)S2(=O)=O	-0.2
